# KDM5B inhibitor: inhibitors of human KDM5B histone demethylase; Q9UGL1; KDM5B demethylase, FDH-coupled NADH fluorescence (FDH is formaldehyde dehydrogenase); Potency, µM (highest dose often 57.7 µM), without a hit: at the highest dose activity change, negative = inhibition, actives largely listed as inhibitors; 2.6% of 220,000 active; active = well fitted inhibition curve with a large enough effect; inconclusive = small, poorly fitted or top-dose-only effect; inactive = no such curve, though single readings can be large or run the other way; note: 0% is about no effect; nearly all actives have a fitted effect of over 70% in size
# Target sequence (Q9UGL1 whole entry, looked up): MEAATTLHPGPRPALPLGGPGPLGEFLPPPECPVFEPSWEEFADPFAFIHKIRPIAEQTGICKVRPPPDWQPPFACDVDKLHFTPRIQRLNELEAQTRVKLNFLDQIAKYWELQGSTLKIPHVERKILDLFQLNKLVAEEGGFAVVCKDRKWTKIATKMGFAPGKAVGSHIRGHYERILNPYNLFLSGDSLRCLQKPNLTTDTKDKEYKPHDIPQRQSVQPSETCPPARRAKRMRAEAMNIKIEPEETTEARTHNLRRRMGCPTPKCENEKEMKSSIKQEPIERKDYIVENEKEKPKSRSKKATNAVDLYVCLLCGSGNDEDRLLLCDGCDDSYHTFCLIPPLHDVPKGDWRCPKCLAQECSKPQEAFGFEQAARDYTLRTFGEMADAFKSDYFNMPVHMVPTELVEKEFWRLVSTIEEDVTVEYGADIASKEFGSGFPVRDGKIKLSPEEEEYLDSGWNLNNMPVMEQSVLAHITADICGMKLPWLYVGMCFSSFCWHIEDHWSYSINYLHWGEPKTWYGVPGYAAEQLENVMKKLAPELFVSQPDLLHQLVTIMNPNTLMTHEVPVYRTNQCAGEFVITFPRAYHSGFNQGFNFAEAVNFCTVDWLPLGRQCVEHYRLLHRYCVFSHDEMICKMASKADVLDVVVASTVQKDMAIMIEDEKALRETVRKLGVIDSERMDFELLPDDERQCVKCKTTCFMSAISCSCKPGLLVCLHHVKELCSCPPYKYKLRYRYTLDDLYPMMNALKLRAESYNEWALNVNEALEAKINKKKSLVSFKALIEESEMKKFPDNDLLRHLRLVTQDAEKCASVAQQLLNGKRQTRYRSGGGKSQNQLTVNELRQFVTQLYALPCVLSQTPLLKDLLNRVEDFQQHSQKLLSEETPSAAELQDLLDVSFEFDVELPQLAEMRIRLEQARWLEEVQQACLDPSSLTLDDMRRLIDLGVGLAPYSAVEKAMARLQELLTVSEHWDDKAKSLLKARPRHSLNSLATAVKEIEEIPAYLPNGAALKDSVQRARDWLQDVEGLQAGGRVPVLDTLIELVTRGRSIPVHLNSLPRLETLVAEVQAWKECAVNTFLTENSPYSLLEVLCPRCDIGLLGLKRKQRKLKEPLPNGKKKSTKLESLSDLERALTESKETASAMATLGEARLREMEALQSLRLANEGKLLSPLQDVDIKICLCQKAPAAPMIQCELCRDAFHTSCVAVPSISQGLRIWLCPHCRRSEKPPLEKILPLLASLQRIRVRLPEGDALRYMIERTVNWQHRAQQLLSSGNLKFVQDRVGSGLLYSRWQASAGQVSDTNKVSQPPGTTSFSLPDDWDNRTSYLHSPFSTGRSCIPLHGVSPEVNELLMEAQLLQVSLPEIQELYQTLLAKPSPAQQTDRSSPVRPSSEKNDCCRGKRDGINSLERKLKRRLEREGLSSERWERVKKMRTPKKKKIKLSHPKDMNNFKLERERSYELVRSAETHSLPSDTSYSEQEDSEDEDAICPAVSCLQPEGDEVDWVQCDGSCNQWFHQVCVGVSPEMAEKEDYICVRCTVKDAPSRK
#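 Here, H3K4me3 peptide (12.5 µM in substrate mix) is demethylated by KDM5BΔAP, 200 nM final, after 10 min compound exposure. Formaldehyde product is coupled through FDH (0.25 U/mL in mix) to NADH fluorescence; 30-min ΔRFU feeds dose-response curves.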
# * marks the source's active call; other numbers are inactive results; i = inactive; ? = inconclusive; & = joins results of further samples; [ ] = dose if it differs, or a comment. Potency is the fitted concentration of half-maximal effect. Only part of the results is shown; the hit share may differ from the screen's.
SMILES,KDM5B inhibitor
COCCOCc1nc(C2CCN(C(=O)NCc3ccccc3)CC2)no1,-5%
CCCn1cnnc1CNC(=O)C1(Oc2ccc(Cl)cc2)CCNCC1,17%
CCN1CCN(CC2COc3ccccc3O2)CC1 (stereo not drawn),-9%
CCOC(=O)c1cc2c(=O)n3ccccc3nc2n(Cc2ccco2)c1=NC(=O)c1ccccc1OC,?
COc1ccccc1-c1nc(S(=O)(=O)c2ccccc2)c(N2CCC(C)CC2)o1,?
CCCCS(=O)(=O)N1CCCC2(C1)Nc1cccnc1NC2=NCc1ccccc1 (stereo not drawn),28µM*
CN(C)c1cc(N2CCCC(NC(=O)NCc3ccco3)C2)ncn1 (stereo not drawn),-18%
CCc1ccccc1NS(=O)(=O)c1ccc2[nH]cc(C(=O)N3CCCCC3)c(=O)c2c1,-17%
Cc1ccc(C(=O)Nc2ccccc2C(C)(C)C)cc1F,12%
CNC(=O)[C@@H](c1ccc(Cl)cc1)N1CCC[C@H]1C(=O)NCCOC,-29%[86.2 µM]

# A different layout for some results above.
CN(C)c1cc(N2CCCC(NC(=O)NCc3ccco3)C2)ncn1 (stereo not drawn)
  KDM5B inhibitor: -18%
CCOC(=O)c1cc2c(=O)n3ccccc3nc2n(Cc2ccco2)c1=NC(=O)c1ccccc1OC
  KDM5B inhibitor: ?
COc1ccccc1-c1nc(S(=O)(=O)c2ccccc2)c(N2CCC(C)CC2)o1
  KDM5B inhibitor: ?

# Going on with the list.
SMILES,KDM5B inhibitor
COc1ccc(/C=C(\C)C(=O)c2c(C)cc(C)[nH]c2=O)cc1,15%
CC1=Nc2cc(C(=O)NCCCOC(C)C)ccc2Sc2ccccc21,7%
CCCCNc1cc(NC2CCCCC2)c2c3c(onc13)-c1ccccc1C2=O,?
CCC(Cc1ccccc1)NC(=O)Cn1ncc2c3ccccc3n(Cc3ccc(F)cc3)c2c1=O (stereo not drawn),6%
C[C@@H](NC(=O)C1CC1)c1c(-c2ccc(Cl)cc2)noc1C(=O)O,-8%[86.2 µM]
CC(C)N1C[C@H](O)C[C@H]1c1nnc2n1CCN(C(=O)CCc1nc3ccccc3s1)C2,-28%
CCc1ccccc1NC(=O)c1sc2nc3c(cc2c1N)CN(Cc1ccccc1)CC3,?
CC(C)c1noc(CNC(=O)C2CCC(=O)N(CCN3CCOCC3)C2)n1 (stereo not drawn),22%
Cc1ccc(SC2CC(C)OC2=O)cc1C (stereo not drawn),-12%
COCCCn1c(C)cnc1C1CCN(C(=O)NC2CCCCC2)C1 (stereo not drawn),10%
CN1CCN(C(C(=O)O)c2cn(CC(=O)O)c3cc(Br)ccc23)CC1 (stereo not drawn),8%
CN(C)C[C@@H]1CN(c2ncccn2)C[C@H]1NC(=O)c1cccc(C#N)c1,?
O=C(Nc1cc(F)ccc1F)c1nn(-c2ccccc2)c(=O)c2ccccc12,-19%
O=C(COc1ccc2ccc(=O)oc2c1)NC(=O)NC1CCCC1,?
O=C(N[C@@H]1COCC[C@@H]1OCC1CC1)c1cc(-n2cccn2)ccc1Cl,20%
O=C(/C=C/c1ccccn1)Nc1cccc(OC2CCCC2)c1,-6%
CCOc1cc(/C=C(/C#N)c2ccccn2)ccc1OCC(F)(F)F,?
O=C(COc1ccccc1)N1CCC(c2noc(-c3ccncc3)n2)C1 (stereo not drawn),17%
Cc1ccc2nc(/C(C#N)=C/c3cccc(O)c3)[nH]c2c1,?
O=S(=O)(c1ccc2ccccc2c1)N(Cc1ccco1)Cc1cccs1,?
O=C(Cn1nc2c(cc1=O)CCCCC2)NCc1ccc(F)cc1,13%
Cc1ccc(S(=O)(=O)N2CCCc3ccccc32)cc1C,7%
Cc1ccc(C(C)NC(=O)CCc2nc(C(C)C)no2)o1 (stereo not drawn),9%
Cc1ccccc1CN1C(=O)c2ccccc2Sc2ccc(C(=O)NCCc3ccccc3)cc21,?
CCCn1nc(C(=O)OCC(=O)N2c3ccccc3CC2C)c2ccccc2c1=O (stereo not drawn),11%
CC(C#N)(NC(=O)CSc1nnc(-c2cccs2)n1C1CC1)C1CC1 (stereo not drawn),19%
O=C(Cn1ccn2nc(-c3ccccc3)c(CO)c2c1=O)N1CCCc2ccccc21,-2%
COCCCNC(=O)C1CCCCC1,19%
CCCCn1c(=O)[nH]c(=O)c2c1nc(CNc1cccc(F)c1)n2C,2%
O=C(NCC(c1ccco1)S(=O)(=O)c1cccs1)c1ccc(F)c(F)c1 (stereo not drawn),2%

# An excerpt from above in order of the KDM5B inhibitor value, falling:
Compound,KDM5B inhibitor
COCCCNC(=O)C1CCCCC1,19%
O=C(Cn1nc2c(cc1=O)CCCCC2)NCc1ccc(F)cc1,13%
CCCn1nc(C(=O)OCC(=O)N2c3ccccc3CC2C)c2ccccc2c1=O (stereo not drawn),11%
Cc1ccc(C(C)NC(=O)CCc2nc(C(C)C)no2)o1 (stereo not drawn),9%
Cc1ccc(S(=O)(=O)N2CCCc3ccccc32)cc1C,7%
CCCCn1c(=O)[nH]c(=O)c2c1nc(CNc1cccc(F)c1)n2C,2%

# Next section.
SMILES,KDM5B inhibitor
Cc1ccc(Sc2cc(C)nc(N)n2)cc1,16%
COc1ccccc1NC(CC(=O)c1ccccc1)C(=O)OCC(=O)c1ccc(Br)cc1 (stereo not drawn),-23%
CCOc1ccc(C(=O)Nc2sc(C(=O)OC(C)C)c(C)c2C#N)cc1,-11%
CC(C)C(=O)Nc1ccc2[nH]cc(C(C(=O)O)N3CCN(c4ccccc4)CC3)c2c1 (stereo not drawn),-13%
CNc1c(NS(=O)(=O)c2ccc(Cl)s2)c(=O)oc2ccccc12,?
COc1cc(NC(=O)c2cc3cc4cc(OC)ccc4nc3o2)cc(OC)c1,-26%
O=C(Cc1ccc(Cl)cc1)NCc1nnc2ccc(-c3ccc(F)cc3)nn12,25µM*
Clc1ccc(C2Cn3nnc(-c4noc(-c5ccc6c(c5)OCO6)n4)c3CO2)cc1 (stereo not drawn),-19%
CCN1CC(CN(C)Cc2nc(Cc3ccccc3)no2)Oc2ccccc21 (stereo not drawn),-4%
Cc1cccc(NS(=O)(=O)c2cc(C(=O)N3CCCCCC3)ccc2C)c1,25%
CCc1ccccc1NC(=O)C1=C(C)C(=O)OC12CCCCCC2,-28%
CCc1nccn(Cc2nnc(C3CC(N)C3)n2CCOC)c1=O (stereo not drawn),16%
COc1cccc(CNC(=O)CN(c2ccc(C(C)C)cc2)S(=O)(=O)c2c(C)noc2C)c1,?
CCc1ccccc1NC(=O)CCNS(=O)(=O)c1ccc2c(c1)CCCC(=O)N2,-4%
Cn1c(=O)[nH]c(=O)c2c1nc(SCCO)n2Cc1cccc(Br)c1,-10%
COCCn1c(=N)c(C(=O)NCC2CCCO2)cc2c(=O)n3ccccc3nc21 (stereo not drawn),i
COc1ccc(CNC(=O)c2ccc(CN3C(=O)NC4(CCOCC4)C3=O)cc2)cc1,16%
Cc1ccc(-n2c(SCc3nnnn3-c3ccccc3)nnc2N2CCCCC2)cc1,13%
COc1cccc2ccn(CC(=O)NC(C)c3ccccc3)c12 (stereo not drawn),-7%
Cc1ccc2c(CSc3nc4nc(C)cc(C)n4n3)cc(=O)oc2c1,13%
Cc1ccc(Nc2ncncc2-c2nc(-c3ccccc3)no2)c(C)c1,42%[activator]
O=C(/C=C/c1ccccc1)NCc1ccc2c(c1)OCO2,8%
O=C(c1ccc(C(F)(F)F)cc1)N1CCC(N2CCCS2(=O)=O)CC1,16%[115 µM]
CC(C)(C)C(=O)Nc1nnc(SCC(=O)NC2CCCC2)s1,5%
O=C1/C(=C/C=C/c2ccccc2)Oc2c1ccc(O)c2CN1CCN(CCO)CC1,?
O=C(Cn1c(=O)oc2cc(S(=O)(=O)N3CCCC3)ccc21)NCc1ccc(Cl)cc1,-15%
CC(C)(C)c1cc(C(=O)OCC(=O)NC(c2ccccc2)c2ccccc2)cc(C(C)(C)C)c1,-5%
O=C(c1ccc(N2CC[C@@H](O)C2)nc1)N1CCC(Oc2cccnc2)CC1,?
CN(C(=O)c1cccc(Cl)c1)C1CCCCC1,23%
COC(=O)c1[nH]c(C)c(/C(O)=C2\C(=O)C(=O)N(CCCn3ccnc3)C2c2ccc(Cl)cc2)c1C (stereo not drawn),?
CN1C(=O)CO[C@H](c2ccc(NC(=O)c3ccc(C(F)(F)F)cc3)cc2)[C@H]1CO,-16%[86.2 µM]
COc1cccc(C(=O)N2CCC3(CC2)OCC(C(=O)N2CCCC2)N3C(=O)c2ccccc2)c1 (stereo not drawn),-8%
C=CC[C@H]1CC=C[C@H](CC=C)[N+]1(C)C,-10%&-2%
COc1cccc(NC(=O)c2cnc3c(c2)N([S+](=O)([O-])c2cccnc2)CCC3)c1,-14%[86.2 µM]
O=C(c1nccs1)c1cccnc1N1CCNCC(O)C1 (stereo not drawn),10µM*
CCOc1ccc(-n2nnc(C(=O)Nc3ccccc3C(F)(F)F)c2N)cc1,20%
COCC1CN(S(=O)(=O)c2ccc(C#N)cc2)CC12CCNCC2 (stereo not drawn),-36%
O=C(CSc1nc(-c2ccc(F)cc2)cc(C(F)(F)F)n1)NC1CCCCC1,21%
COc1cccc(-n2nnnc2N2CCN(C(=O)Nc3ccc(C)c(F)c3)CC2)c1,6%[115 µM]
COc1cccc(-c2cc(C3CCN(C(=O)Nc4ccc5c(c4)OCCO5)CC3)[nH]n2)c1,3%
O=C(NCCc1ccccc1)c1ccc2c(c1)N(Cc1ccccc1Cl)C(=O)c1ccccc1S2,-18%
CCc1ccccc1NC(=O)CSc1nc2cc(C(F)(F)F)ccc2s1,-2%
O=C(CC1N=C2c3ccccc3N=C(SCc3ccccc3F)N2C1=O)NCc1cccs1 (stereo not drawn),7%
O=C(CSc1nc2ccccc2o1)Nc1nc(-c2ccc(Cl)cc2)cs1,2%
CCc1ccc(-c2cc(C(F)(F)F)on2)cc1S(=O)(=O)NCc1ccccc1,-23%
COc1ccc(C(=O)N2CCN(C(=O)c3nnn4c3COC(c3ccccc3)C4)CC2)cc1F (stereo not drawn),20%
COc1ccc(C2NC(=S)NC(C)=C2C(C)=O)c(OC)c1 (stereo not drawn),11%
Cc1ccccc1NC(=O)c1ccc(F)c(S(=O)(=O)N2CCc3ccccc3C2)c1,-10%
CCCc1cc(=O)oc2cc(C)cc(OCC(=O)NCCCO)c12,?
CCOC(=O)c1scc(-c2ccccc2)c1S(=O)(=O)Nc1cc(C)cc(C)c1,-2%
# (list continues)
SMILES,KDM5B inhibitor
CC1CCCN(S(=O)(=O)N(C)Cc2ccc3c(c2)OCCO3)C1 (stereo not drawn),18%
COc1cccc([S+](=O)([O-])N2CCCC3(C2)NC(=O)c2ccccc2O3)c1 (stereo not drawn),-24%
CN(C)c1cccc(C(=O)NC2CCCN(c3cc(-c4ccc(Cl)cc4)[nH]n3)C2)c1 (stereo not drawn),?
CCc1ccc(S(=O)(=O)N2CCN(C3CCN(Cc4ccccn4)C3=O)CC2)cc1 (stereo not drawn),-19%
COc1ccc(/C=N/NC(=O)c2ccc(N3CCCC3=O)cc2)cc1,-5%
O=C(CSc1nnc(NC(=O)c2cccc(F)c2)s1)NCc1ccco1,?
Cc1c(C)n(CCCN2CCOCC2)c2ncn3nc(-c4ccc(F)cc4)nc3c12,?
CCCN1CCCC12Cc1ccccc1CN([S+](=O)([O-])c1ccccc1)C2 (stereo not drawn),-23%[115 µM]
COCC(=O)NC1CCC12CCN(Cc1ccccn1)CC2 (stereo not drawn),?
COc1cccc(CCC(=O)N2CCC(c3n[nH]c(=O)n3-c3ccccc3)CC2)c1,13%
O=S(=O)(NCCc1nnc2ccc(SCc3ccccc3Cl)nn12)c1ccccc1,-24%
CN(Cc1ccccc1)C(=O)[C@H]1CN(Cc2ccccc2)C[C@H]1C(=O)O,-3%
Cc1nc(N2CCC(C(=O)NCC3CCCO3)CC2)cc(C(F)(F)F)n1 (stereo not drawn),17%
O=S(=O)(c1ccccc1)c1nc(-c2ccco2)oc1N1CCCCC1,4%
O=C(Nc1onc2c1CCCC2)c1cccc(Cl)c1,15%
O=c1cc(CN2CCN(CCO)CC2)c2cc(Cl)c(O)cc2o1,?
O=C(NNS(=O)(=O)c1ccc([N+](=O)[O-])cc1)C1CCCCC1,13%
COc1ccc(-c2cc3nc(C)c(CCC(=O)NC4CCCCC4)c(C)n3n2)c(OC)c1,?
CCc1ccc(-n2nc3ccc(NC(=O)c4cc5ccccc5o4)cc3n2)cc1,-12%
CCNC(=O)N(C1CC1)C1CCOC2(CCN(C(=O)Nc3ccccc3F)CC2)C1 (stereo not drawn),-11%
COc1ccc(-c2nc(C(C)C)nc3c2CN([S+](=O)([O-])c2ccccc2)CC3)cc1,-32%
COc1ccccc1CNC(=O)CCCn1c(=O)c2ccccc2n(Cc2ccccc2C#N)c1=O,?
Cc1cc(N2C(=O)Cc3ccccc3C2=O)ccc1C(C)C,-19%

# Six entries out of the list, ordered by molar mass, ascending.
SMILES,KDM5B inhibitor
O=C(Nc1onc2c1CCCC2)c1cccc(Cl)c1,15%
Cc1cc(N2C(=O)Cc3ccccc3C2=O)ccc1C(C)C,-19%
CN(Cc1ccccc1)C(=O)[C@H]1CN(Cc2ccccc2)C[C@H]1C(=O)O,-3%
O=S(=O)(c1ccccc1)c1nc(-c2ccco2)oc1N1CCCCC1,4%
CCNC(=O)N(C1CC1)C1CCOC2(CCN(C(=O)Nc3ccccc3F)CC2)C1 (stereo not drawn),-11%
COc1ccc(-c2nc(C(C)C)nc3c2CN([S+](=O)([O-])c2ccccc2)CC3)cc1,-32%
